TSHR antag – human thyrotropin receptor antagonism | activity change, negative = inhibition, % at 11.5 µM | P16473 | 330,000 tested, 0.2% active | TSHR-expressing cells, TSH-stimulated cAMP HTRF, 2 h; stronger effect = lower value | AID 504810;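 active = activity change below a set negative limit, meaning inhibition stronger than a set level, cut at about -70% in these data; inconclusive = activity change between two set negative limits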; note: % is set by controls: 0 for no effect and ±100 for the full control effect
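TSHR-expressing cells were treated with compounds, then stimulated with TSH at EC80 (4nM final) for 2 hours at 37 deg C. Cellular cAMP was measured by HTRF competition between lysate cAMP and cAMP-d2 for a cryptate-labelled anti-cAMP antibody.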
A-T KAP1 phos – potential ataxia-telangiectasia treatments restoring KAP-1 phosphorylation | […] A-T fibroblasts, KAP-1 phosphorylation AlphaLISA; neocarzinostatin DNA damage 30 min before lysis | Potency, µM (series often up to 57.5 µM), inactives show top-dose activation, hits mostly activators | 320,000 tested, 0.19% active | AID 485349; note: potency is the fitted concentration of half-maximal effect; % of control where 0% means no effect; nearly all actives have a fitted effect of over 45% in size
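hTERT-immortalized A-T patient fibroblasts ([…]), 500 cells/well in OPTI-MEM, 1% FBS, got compounds for 60 min, then NCS for 30 min at 37C. Lysates were then assayed for phospho-KAP-1 by AlphaLISA (anti-pKAP1 donor, anti-KAP1 acceptor beads), 6 hr at 25C.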
Tb PFK inh – blocks T. brucei phosphofructokinase; 330,000 tested, 0.17% active; O15648; Potency, µM (top dose mostly 57.5 µM), inactives show at the top dose activity, negative = inhibition, usual class: inhibitors; T. brucei PFK, ADP-Glo luminescence; AID 485367;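 note: potency is the fitted concentration of half-maximal effect; 0% = uninhibited 1x PFK enzyme wells and -100% = no-enzyme wells; nearly all actives have a fitted effect of over 60% in size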
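Luminescent ADP detection (ADP-Glo, two-step: ATP depletion then ADP-to-ATP conversion for luciferase) reported PFK activity after 45 min room-temperature reaction of 1.25 nM enzyme with 0.5 mM F6P and 0.1 mM ATP at pH 8.0.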
GALK inh – galactokinase (human) inhibition; Purified GALK, Kinase-Glo residual ATP luminescence; Potency, µM (series often up to 57.5 µM), for the others: at the top dose activity change, negative = inhibition, usual class: inhibitors; 270,000 tested, 0.007% active; note: potency is the fitted concentration of half-maximal effect; % is set by controls: 0 for no effect and ±100 for the full control effect
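GALK at 5 nM final was combined with compound, 35 uM ATP and 100 uM galactose in HEPES pH8.0 with MgCl2 and DTT. The reaction ran one hour at room temperature before luminescent ATP detection.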
CXXC DNA block – blocks binding of human MLL CXXC domain to DNA; MLL-CXXC / FITC-HOXA9 DNA fluorescence polarization; Q03164; Potency, µM (top dose mostly 115 µM), without a hit: at the top dose activity change, negative = inhibition, most hits filed as inhibitors; 290,000 tested, 0.037% active; active = well fitted inhibition curve with a large enough effect in the polarisation, with a control signal flat, not every such curve was filed as active; inconclusive = small, poorly fitted or top-dose-only effect, or effect the other way, or a change in a side signal; inactive = no such curve, though single readings can be large or run the other way; the % refers to the polarisation; note: potency is the fitted concentration of half-maximal effect
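Fluorescence polarization: 7 uM MLL-CXXC (stock) preincubated 5 min with compounds, then 50 nM fluorescein-HOX-A9 DNA (stock) added; 30 min ambient. Buffer 50 mM Tris-HCl pH 7.5, 50 mM NaCl, 1 mM DTT, 0.05% BSA.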
hERG WT inh – inhibitors of human wildtype KCNH2 potassium channel; Q12809; U2OS, BacMam KCNH2, thallium flux FluxOr; stronger effect = lower value; activity change, % at 1.84 µM; 340,000 tested, 0.37% active;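 active = maximum activity change below -70%; inconclusive = maximum activity change between -70% and -50%; inactive = maximum activity change above -50%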; note: % is set by controls: 0 for no effect and ±100 for the full control effect
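U2OS cells transduced with wild-type KCNH2 virus are loaded with FluxOr dye for 45 min, and thallium flux is measured in kinetic reads before and after stimulation buffer. Rate constants are normalized to DMSO controls.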
Giardia killer – Giardia lamblia killing | 340,000 tested, 0.15% active | Giardia lamblia trophozoite viability | activity change, % at 7.66 µM, hits read low; in the data active = activity change below about -80%; inconclusive = between about -30% and that limit;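 note: parasites exposed to compound for two days anaerobically before the ATP read; % is set by controls: 0 for no effect and ±100 for the full control effect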
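Media and compound were dispensed first, then trophozoites at 100 cells/well; plates sat 48 hrs at 37 deg C without oxygen before ATP luminescence reagent was added and read after 15-30 min at room temperature.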
TCR activator – activators of T cell receptors | primary human leukocytes, anti-CD3, IL-2 HTRF, 48 h | Potency, µM (series often up to 9.22 µM), without a hit: at the top dose activation of IL-2 secretion, hits mostly activators | 330,000 tested, under 10 active; note: % of control where 0% means no effect
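Human primary leukocytes + a-CD3 beads + cpd, 48 hr; IL-2 in supernatant by HTRF (ex 320nm / em 665nm). No co-stimulatory signal supplied.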
FBPA coupling cs – counter-screen for Giardia aldolase inhibitors: coupling enzyme system; coupling enzyme system counterscreen, AmpLite Red fluorescence; activity change, negative = inhibition, % at 58.2 µM, hits read low; 290,000 tested, 0.67% active; AID 2472; in the data active = activity change below about -30%; note: % is set by controls: 0 for no effect and ±100 for the full control effect
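Activity here indicates interference with the coupling reaction, not aldolase inhibition. Compounds at 57.5 uM final met coupling enzymes for 10 min at RT; substrate and AmpLite Red detection followed, with a 525/598 nm fluorescence read after 20 min.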
Chronic BCR inh – inhibitors of chronic active B-cell receptor signaling; ABC-DLBCL IkBa-CBG/CBR reporter, luminescence ratio, 4 h; Potency, µM (titrated, usually from 46.1 µM), inactives show at the top dose ratio change, negative = lower green/red ratio, actives largely listed as inhibitors; 340,000 tested, 0.05% active; active = well fitted inhibition curve with a large enough effect in the signal ratio, with a control signal flat, not every such curve was filed as active; inconclusive = small, poorly fitted or top-dose-only effect, or effect the other way, or a change in a side signal; the % refers to the signal ratio;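 note: potency is the fitted concentration of half-maximal effect; plate controls were basal doxycycline-induced cells for no effect and cells given 10 µM MG132 for full effect; MG132 reads +100%, hits lower the ratio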
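Cell line TMD8 (human ABC DLBCL), stably expressing tet-inducible CBG68-IkBa fusion and CBR; IMDM/0.5% FBS; cpd up to 46 uM; dox induction, 4 h, 37C/5% CO2; dual luminescence; green/red ratio; MG132 control.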
The depositor's hits bear a star; ? = inconclusive; nt = not tested or not shown; & = joins results of further samples; [ ] = remark or other dose. Unless noted, calls come from the whole dose curve; as a rule, active = well fitted curve in the direction sought with a large enough effect; inconclusive = small, poorly fitted or top-dose-only effect, or another doubt; inactive = no such curve, though single readings can be large; an effect the other way counts as inactive or inconclusive.

SMILES | TSHR antag | A-T KAP1 phos | Tb PFK inh | GALK inh | CXXC DNA block | hERG WT inh | Giardia killer | TCR activator | FBPA coupling cs | Chronic BCR inh
S=C(NCc1ccc(Cl)cc1)Nc1ccccc1Cl | -5 | 1% | 1% | 0% | -1% | -3 | 7 | 8%[46.1 µM] | -1 | -5%
COc1ccc(NC(=O)c2ccccc2Cl)c(NC(=O)c2ccco2)c1 | 10 | 2% | 1% | 11% | -2% | 13 | -1 | -25% | 1 | 0%
Cn1c(CCc2ccccc2)nnc1SCC(=O)N1CCCC1 | 9 | -4% | -20% | 1% | 5% | 4 | -11 | -6% | 1 | ?
O=C(CSc1nc(=O)n(CCCN2CCOCC2)c2c1CCCC2)Nc1cccc(F)c1 | -1 | 2% | 16% | nt | nt | 7 | -6 | 1% | nt | 10%
CSc1ncccc1C(=O)OCC(=O)NCc1ccc2c(c1)OCO2 | -1 | 19% | -3% | 0% | -2% | -5 | -15 | -2% | -2 | -16%
Cc1cc(C)n2nc(/C(C#N)=C/c3ccccn3)c(C#N)c2n1 | -7 | 12% | -10% | -2% | 0% | 2 | -3 | -4% | -3 | -11%
Cc1cc(Br)c(S(=O)(=O)NCc2cccnc2)cc1C | 1 | 12% | 1% | -4% | 4% | 2 | 5 | -3% | 2 | -5%
COc1ccc(NC2=CC(=O)CC(c3ccccc3)C2)c(OC)c1 (stereo not drawn) | 1 | -10% | 4% | nt | -2% | 2 | 8 | -2% | 1 | ?
CC1(CO)COC2(OC1)C(=O)Nc1ccccc12 (stereo not drawn) | -9 | nt | -2% | nt | nt | 2 | 8 | 2% | nt | -1%
COc1ccc(-c2[nH]ncc2-c2csc(C)n2)c(O)c1 | 10 | 3% | 1% | -2% | -7% | nt | 3 | 0%[46.1 µM] | -3 | -6%
Cc1occc1C(=O)O/N=C(\N)c1ccc(Cl)cc1 | 2 | 5% | 3% | nt | 20% | 8 | 11 | -4% | -4 | ?
COc1ccc(N(CC(=O)NC2CCCC2)C(=O)c2ccc(N3CCCCC3)nc2)cc1 | 0 | 1% | -1% | 9% | -9% | -13 | 8 | -22% | 3 | ?
Cc1[nH]c2ccccc2c1C(=O)COC(=O)c1nccnc1N | -2 | -9% | 0% | nt | nt | -4 | 17 | 2% | nt | ?
CCc1ccc(CN(Cc2cccnc2)C(=O)/C=C/c2ccc(OC)cc2)cc1 | 4 | 7% | 20% | 8% | 53%[activator] | 6 | 20 | 0% | -1 | 0%
CCOC(=O)c1oc2ccc(S(=O)(=O)n3nc(-c4ccccc4)cc3N)cc2c1C | -22 | 1% | 0% | -1% | -10% | -4 | 13 | 8% | -3 | ?
Cc1cc(C(=O)Nc2sccc2C(N)=O)c(C)o1 | -2 | 5% | 0% | nt | nt | -2 | 8 | -5% | nt | -11%
COc1ccc(-n2nnnc2SCC(=O)Nc2c(C)n[nH]c2C)cc1 | 10 | 8% | 0% | nt | nt | 5 | 13 | -2% | nt | 0%
O=C(CN(Cc1ccc(F)cc1)C(=O)Cn1nnc2ccccc21)NCC1CCCO1 (stereo not drawn) | -8 | 3% | -1% | 1% | 3% | 6 | 9 | 0%[46.1 µM] | 2 | -14%
CN(C)N1C(N)=C(C#N)C(c2ccccc2Cl)C2=C1CCCC2=O (stereo not drawn) | -18 | -4% | -2% | 2% | 31%[activator] | 0 | 13 | -1% | 0 | 2%
CC1CCC(NC(=O)Cn2c(=O)oc3ccccc32)CC1 (stereo not drawn) | -3 | -10% | -1% | -3% | 18% | 1 | 7 | 2% | nt | 7%
COc1cc2c(cc1OC)C1(Nc3c-2c(C)nn3-c2ccccc2)C(=O)Nc2ccccc21 (stereo not drawn) | 0 | nt | 3% | 1% | -13% | -12 | 34[activator] | -2% | 2 | 17%
CCOC(=O)N1CCN(C(=O)CSc2ccc3nnc(CCNC(=O)c4ccccc4)n3n2)CC1 | 5 | 0% | -1% | 8% | 2% | 3 | -5 | 1% | 1 | -2%
COc1ccc(CCNC(=O)COC(=O)COc2ccc(C#N)cc2)cc1 | -8 | 22% | -2% | 3% | 0% | 6 | 8 | 11% | 0 | 4%
NC(=O)/C(=C\c1ccccc1)NC(=O)/C=C/c1ccccc1 | 15 | -5% | 3% | -1% | 0% | -6 | 11 | 2%[46.1 µM] | 12 | -5%
c1ccc(-c2csc(-c3ccncc3)n2)cc1 | -16 | 8% | 0% | 0% | -16% | 4 | -5 | 3% | -1 | ?
CC(C)Cn1c(CCCNC(=O)c2ccco2)nc2ccccc21 | 12 | 0% | 1% | -1% | -4% | 9 | 17 | -5% | nt | 2%
CCOc1ccccc1NC(=O)Cn1c(=O)n(-c2ccccc2)c(=O)c2oc3ccccc3c21 | -6 | 1% | 1% | nt | ? | 8 | 5 | 0%[46.1 µM] | -1 | -1%
O=C(CSc1nnc(-c2c[nH]c3ccccc23)o1)NCC1CCCO1 (stereo not drawn) | -10 | 8% | -2% | nt | nt | -17 | -24 | 2% | nt | 0%
CN(Cc1ccco1)C(=O)C1CCC(=O)N(CCc2cccc(F)c2)C1 (stereo not drawn) | 4 | 8% | 0% | -1% | 12% | -5 | -6 | 10% | nt | 5%
CCC(C)(C)c1ccc(OCCN2C(=O)NC(C)(C)C2=O)cc1 | 24 | 0% | 8% | 2% | 6% | -2 | 3 | 2% | 0 | 3%
COc1cc(/C=N/NS(=O)(=O)c2ccc(C)cc2)ccc1OCc1ccc(C(=O)O)cc1 | 4 | -2% | -2% | -1% | 3% | 12 | -20 | nt | 3 | ?
Cc1nn(CC(=O)Nc2cccnc2)c(C)c1[N+](=O)[O-] | 33 | -2% | -7% | 2% | -5% | -7 | -6 | -4% | -15 | -3%
Cc1c(Cl)cccc1NC(=S)NCCc1ccc(C(F)(F)F)cc1 | -6 | 4% | -1% | 4% | -1% | 7 | 8 | -11% | -2 | -12%
O=C(CN1C(=O)c2ccccc2S1(=O)=O)N1CCN(c2ccccc2F)CC1 | 10 | -1% | 16% | 1% | 18% | -8 | 11 | -3% | -2 | 1%
NS(=O)(=O)c1ccc(-c2ccc(/C=C3\SC(=O)NC3=O)o2)cc1 | -26 | 0% | 16% | nt | 0% | -3 | 1 | 10% | 3 | ?
CCCCN(CC)Cc1ccc(CNC(=O)Nc2ccc(OC)cc2OC)o1 | -3 | -5% | -1% | 3% | -4% | 9 | 12 | -6% | -1 | -2%
CCOC12NC(=O)CC(=O)N1C(c1ccccc1)=CS2 (stereo not drawn) | -5 | nt | 3% | -1% | 5% | 18 | 1 | -19% | 1 | 10%
COc1ccc(-n2c(-c3ccc(OC)c(OC)c3)n[nH]c2=S)cc1 | -14 | 5% | 0% | 0% | -13% | 16 | -5 | 1% | 8 | ?
CC1(C)SC(=S)N(/N=C/c2ccc(O)cc2)C1N(O)C(=O)Nc1ccc([N+](=O)[O-])cc1 (stereo not drawn) | -33 | 2% | -2% | -1% | -12% | -4 | 9 | 9% | -4 | 1%
COc1ccc(CC(=O)Nc2nc(C)cs2)cc1S(=O)(=O)N1CCOCC1 | -5 | 2% | -5% | nt | nt | 1 | 5 | 4% | nt | -2%
CC(C)(C)c1nnc(NC(=O)CCS(=O)(=O)c2ccccc2)s1 | -5 | -5% | -4% | -2% | 2% | 2 | 2 | 1% | 4 | ?
CN(Cc1ccco1)c1ncnc2ccc(-c3ccc4c(ccn4C)c3)cc12 | 60&100 | 10%&-1% | -3%&0% | nt | nt | nt | 40[activator] | 2% | nt | 6.5µM*
c1ccc2c(CCNc3ncnc4nc[nH]c34)cccc2c1 | -42 | nt | -5% | 1% | 14% | 2 | -13 | 7%[46.1 µM] | 0 | ?
COc1cccc(-c2nn(C)c3sc(C(=O)NCCCN(C)Cc4ccccc4)cc23)c1 | -2 | 0% | 0% | nt | 3% | 26 | -13 | -9% | 0 | -3%
CC(OC(=O)CCc1nc2ccccc2c(=O)[nH]1)C(=O)c1ccc(Br)cc1 (stereo not drawn) | -8 | 4% | 11% | 1% | 5% | 39 | 1 | 6%[46.1 µM] | -2 | -1%
CCCCCn1c(SCCCC)nc2c1c(=O)[nH]c(=O)n2C | 11 | 2% | -1% | -4% | 9% | -2 | 1 | -37% | 4 | 17%
CCc1ccc(C(=O)COC(=O)CNC(=O)c2ccc(Br)o2)cc1 | -7 | 12% | -3% | -5% | 1% | 23 | -2 | -8% | nt | 4%
COc1ccc(CC(=O)OCc2cc3ccc(C)cc3[nH]c2=O)cc1 | 4 | 27% | 4% | 5% | 6% | 3 | 3 | -8% | 5 | -3%
Cc1ccc(N=Nc2c(C)[nH]n(-c3ccccc3)c2=O)cc1 | -12 | 7% | -4% | 1% | -4% | 2 | -19 | -1% | -7 | -1%
